ARNT-TACC3 inh – disruptors of ARNT/TACC3 protein interaction, primary screen, biochemical, AlphaScreen, single concentration; AlphaScreen His-ARNT PAS-B/GST-TACC3 binding, luminescence; TACC3 fragment carries E629A point mutation; hit rate 0.66% among 390,000; inhibition, % at 9.99 µM; Transforming acidic coiled-coil-containing protein 3 (Homo sapiens), Q9Y6A5;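 active = mean inhibition of replicates at least 50% and at least half of replicates each reaching 50%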;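 note: 0% = complete ARNT plus TACC3 wells and 100% = ARNT alone without TACC3; many hits fall short of the cut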
XiGFP reactiv – activators of inactive X chromosome reactivation, primary screen, imaging, XiGFP fibroblasts, GFP high-content imaging, set 2; hit rate 0.055% among 360,000; XiGFP mouse fibroblasts, % GFP-positive cells imaging, 3 d; cells co-treated with 5-aza-dC sensitizer; scaled so ellipticine positive control = 100%; activation, % at 7.58 µM;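 active = mean normalized replicate activation at least 10% and every replicate at or above 10%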;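 note: 0% = median of on-plate neutral control wells and 100% = ellipticine 6 µM median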
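System: 68-5-11 XiGFP fibroblast line | Buffer or medium: DMEM containing 5-aza-dC | Compound: Single point | Times: Compounds 3 days, fix/stain 15 min at room temperature | Benchmarks: Positive control ellipticine, 6 µM final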
EWS-Fli block – EWS/Fli-driven NR0B1 reporter inhibitors, primary screen, A673 cells, NR0B1 luciferase, luminescence, MLPCN library; viability-normalised; AID 651661, 2012; inhibition, % at 12.6 µM; hit rate 0.67% among 350,000;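 active = mean inhibition of at least 50% after viability correction, with every replicate also passing that limit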;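 note: firefly luciferase signal divided by Alamar Blue viability fluorescence both relative to DMSO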
DENV2 CPE rescue – inhibitors of DENV2 cytopathic effect, primary screen, cell-based, plate reader, single concentration; AID 651640, 2012; DENV2-infected cells, cytopathic effect rescue; hit rate 1.7% among 350,000; CPE inhibition, % at 9.99 µM; in the data active = CPE inhibition above about 20%, passing the limit was not always enough; tested in BHK-21 cells;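 note: 0% = median of neutral control wells and 100% = median of positive control wells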
F508del corr – F508del CFTR correction, initial screen, CFBE line, single point | activity (quench increase), % at 7.58 µM | hit rate 0.36% among 350,000 | CFBE cells, YFP halide quenching; stimulated with forskolin plus potentiator P3; % fluorescence drop versus neutral controls | AID 720511, 2013;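 active = mean added fluorescence quench of at least 8% versus neutral control, with both replicates also reaching 8%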;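 note: cells transiently co-express mutant CFTR-F508del with the halide-sensitive YFP; corrector assay measuring rescue of mutant channel to the surface after 24 h compound exposure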
ERp5 inh – inhibitors of ERp5-driven insulin aggregation, primary screen, biochemical, turbidity, absorbance 650 nm, single point. Protein disulfide-isomerase A6 (Homo sapiens), Q15084. 90 min. inhibition, % at 9.99 µM. hit rate 0.05% among 350,000;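 active = mean replicate inhibition above about 25%, with every replicate also reaching it, limit read from the data, passing the limit was not always enough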
Target sequence (Q15084 whole entry, looked up): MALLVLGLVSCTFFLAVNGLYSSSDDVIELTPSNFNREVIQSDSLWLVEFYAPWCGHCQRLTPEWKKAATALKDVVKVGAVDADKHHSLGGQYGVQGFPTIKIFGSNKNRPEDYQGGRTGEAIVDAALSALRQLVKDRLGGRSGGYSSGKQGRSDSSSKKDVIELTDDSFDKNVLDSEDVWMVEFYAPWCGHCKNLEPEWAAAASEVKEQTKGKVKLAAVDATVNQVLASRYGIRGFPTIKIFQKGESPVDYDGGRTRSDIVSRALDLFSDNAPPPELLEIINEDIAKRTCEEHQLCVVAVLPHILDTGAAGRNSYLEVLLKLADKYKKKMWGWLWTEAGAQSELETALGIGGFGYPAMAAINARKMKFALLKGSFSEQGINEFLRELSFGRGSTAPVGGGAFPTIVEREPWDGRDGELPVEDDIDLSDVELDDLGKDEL
INS-1E GSIS act – GLuc luminescence reporter in INS-1E cells, primary screen for activators of glucose-dependent secretion of insulin; INS-1E GLuc reporter insulin secretion, 2-3 h; activation, % at 16.6 µM; hit rate 0.61% among 370,000;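 active = lowest replicate activation of at least 40%, so every replicate reaches that level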;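 note: 0% = median of neutral control wells and 100% = median of IBMX positive control wells; some compounds called inactive have numbers as strong as hits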
PAX8 reporter – inhibitors of PAX8-driven TPO luciferase reporter, primary screen, RMG-I cells, single concentration; SteadyGlo, 24 h; inhibition, % at 12.6 µM; hit rate 1.2% among 360,000;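 active = mean replicate inhibition at least 60% with every replicate also reaching 60%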;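 note: luciferase light reporting Pax8 driven TPO promoter activity; plate controls were median of neutral control wells for no effect and mitoxantrone controls for full effect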
An asterisk follows results filed as active; & = joins results of further samples.

`O=S1(=O)c2ccccc2C(O)(c2ccccc2)c2ccccc21` gave ARNT-TACC3 inh -1, XiGFP reactiv 0.2, EWS-Fli block 5, DENV2 CPE rescue -5, F508del corr -4.4, ERp5 inh -5, INS-1E GSIS act 47 and PAX8 reporter 16.
Screening C[C@@H]1CN([C@@H](C)CO)C(=O)c2cc(NC(=O)Cc3cn(C)c4ccccc34)ccc2O[C@@H]1CN(C)C(=O)Nc1ccc2c(c1)OCO2 returned ARNT-TACC3 inh 14, XiGFP reactiv 0.2, EWS-Fli block -98, DENV2 CPE rescue 4, F508del corr 1.4, ERp5 inh 5 and INS-1E GSIS act -5.
Cc1ccccc1-n1c(SCC(=O)N/N=C/c2c(C)nn(-c3ccccc3)c2C)nc2ccccc2c1=O was read as ARNT-TACC3 inh -38, XiGFP reactiv 0.0, EWS-Fli block -10, DENV2 CPE rescue -13, F508del corr -2.3, ERp5 inh 6, INS-1E GSIS act -10 and PAX8 reporter 18.
For COc1ccc(NC(=O)Cc2c[nH]c3ccccc23)cc1S(=O)(=O)N1CCOCC1 the results were ARNT-TACC3 inh 3, XiGFP reactiv 0.0, EWS-Fli block 3, DENV2 CPE rescue 7, F508del corr -0.4, ERp5 inh -4, INS-1E GSIS act -6 and PAX8 reporter 5.
For CN1C(=O)c2cc(NC(=O)C3CCCC3)ccc2OC[C@@H]2O[C@@H](CC(=O)NCCc3ccncc3)CC[C@H]21 the results were XiGFP reactiv 0.1, EWS-Fli block -3, DENV2 CPE rescue -1, F508del corr 0.6, ERp5 inh -4, INS-1E GSIS act -4 and PAX8 reporter 5.
Screening C[C@H]1CN([C@@H](C)CO)C(=O)c2cccc(NC(=O)Nc3ccc4c(c3)OCO4)c2O[C@@H]1CN(C)S(=O)(=O)c1cccs1 returned ARNT-TACC3 inh 9, XiGFP reactiv -0.1, EWS-Fli block -95, DENV2 CPE rescue -7, F508del corr 2.2, ERp5 inh 3 and INS-1E GSIS act -19.
`CC(C)NC(=O)Nc1ccc2c(c1)C(=O)N(C)[C@H]1CC[C@H](CC(=O)Nc3ccccc3Cl)O[C@@H]1CO2` gave ARNT-TACC3 inh -5, XiGFP reactiv 0.4, EWS-Fli block -1, DENV2 CPE rescue 0, F508del corr -3.4, ERp5 inh 5, INS-1E GSIS act 12 and PAX8 reporter 0.
`COc1cccc(CNC(=O)C[C@@H]2CC[C@@H]3[C@@H](COc4ccc(NC(C)=O)cc4C(=O)N3C)O2)c1` gave ARNT-TACC3 inh -5, XiGFP reactiv 0.2, EWS-Fli block 3, DENV2 CPE rescue -2, F508del corr -2.4, INS-1E GSIS act 6 and PAX8 reporter 5.
For Cc1ccc(S(=O)(=O)N2[C@@H](c3ccc(Br)cc3)C(C(=O)O)=CC[C@H]2c2cccs2)cc1 the results were ARNT-TACC3 inh 0, XiGFP reactiv 0.2, EWS-Fli block -17, DENV2 CPE rescue -3, F508del corr -5.7, ERp5 inh 0 and PAX8 reporter -9.
Screening [O-]C1=N/[N+](=C/c2ccccc2)CC1 returned ARNT-TACC3 inh -1, XiGFP reactiv -0.1, EWS-Fli block -15, DENV2 CPE rescue -1, F508del corr 2.6, ERp5 inh -3, INS-1E GSIS act -11 and PAX8 reporter -21.
`C[C@H](CO)N1C[C@H](C)[C@@H](CN(C)S(=O)(=O)c2ccccc2)Oc2c(NS(=O)(=O)c3cccs3)cccc2C1=O` gave ARNT-TACC3 inh 8&2, XiGFP reactiv 0.4&0.1, EWS-Fli block 4&1, DENV2 CPE rescue 4&12, F508del corr 0.1&1.2, ERp5 inh 1&6, INS-1E GSIS act 2&-14 and PAX8 reporter -7.
CC(C)n1c(O)c(N=NC(=O)C2COc3ccccc3O2)c2ccccc21 (stereo not drawn) was read as ARNT-TACC3 inh 15, XiGFP reactiv 0.2, EWS-Fli block 14, DENV2 CPE rescue -1, F508del corr -3.1, ERp5 inh 3, INS-1E GSIS act -3 and PAX8 reporter 16.
For NC(=O)NC(=O)C(Nc1ccc(N2CCCCC2)cc1)c1ccccc1 (stereo not drawn) the results were ARNT-TACC3 inh 17, XiGFP reactiv 0.1, EWS-Fli block 18, DENV2 CPE rescue -6, F508del corr -1.1, ERp5 inh 4, INS-1E GSIS act -5 and PAX8 reporter -100.
Screening CN(c1ccc(C(=O)Nc2ccccn2)cc1)S(=O)(=O)c1ccccc1 returned ARNT-TACC3 inh -1, XiGFP reactiv 0.1, EWS-Fli block -26, DENV2 CPE rescue 3, F508del corr 2.1, ERp5 inh 4, INS-1E GSIS act -9 and PAX8 reporter -34.
Screening Cc1ccc2oc(=O)c3cnn(CC(=O)N4CCCc5ccccc54)c3c2c1 returned XiGFP reactiv 0.0, EWS-Fli block 9, DENV2 CPE rescue -5, F508del corr 1.6, ERp5 inh 9, INS-1E GSIS act -5 and PAX8 reporter 8.
Screening Cc1cccc(C)c1-n1nnnc1C1(C)CCC(=O)N1CCCN1CCOCC1 (stereo not drawn) returned XiGFP reactiv 0.2, EWS-Fli block 1, DENV2 CPE rescue 4, F508del corr -3.2, ERp5 inh -2, INS-1E GSIS act 12 and PAX8 reporter -3.
`N#C[C@H]1[C@H](c2ccccc2-c2cccc(F)c2)[C@@H](CO)N1C(=O)Cc1cccnc1` gave XiGFP reactiv 0.2, EWS-Fli block 5, DENV2 CPE rescue -16, F508del corr 0.0, ERp5 inh 0, INS-1E GSIS act 25 and PAX8 reporter 2.
COc1cc(CNc2ccc3[nH]c(=O)[nH]c3c2)cc(Br)c1OCc1ccccc1F was read as ARNT-TACC3 inh -4, XiGFP reactiv 0.0, EWS-Fli block -9, DENV2 CPE rescue -6, F508del corr 1.5, ERp5 inh 1, INS-1E GSIS act 8 and PAX8 reporter 15.
For C[C@@H]1CN([C@H](C)CO)C(=O)c2cc(NC(=O)Cc3ccccc3)ccc2O[C@@H](C)CCCCO[C@H]1CN(C)Cc1ccc(C(=O)O)cc1 the results were ARNT-TACC3 inh -2, XiGFP reactiv -0.1, EWS-Fli block -2, DENV2 CPE rescue 2, F508del corr -0.4, ERp5 inh 4, INS-1E GSIS act 7 and PAX8 reporter -4.
C[C@H]1CN([C@@H](C)CO)C(=O)c2cc(C#CC3CCCCC3)cnc2O[C@@H]1CN(C)C(=O)C1CCCCC1 was read as ARNT-TACC3 inh 0, XiGFP reactiv -0.2, EWS-Fli block 19, DENV2 CPE rescue 9, F508del corr -0.2, ERp5 inh 5 and INS-1E GSIS act -11.
CCC(=O)N1CC2(C1)[C@H](c1ccccc1)[C@@H](CO)N2CC1CC1 was read as XiGFP reactiv 0.1, EWS-Fli block 8, DENV2 CPE rescue -11, F508del corr -1.8, ERp5 inh -4, INS-1E GSIS act 10 and PAX8 reporter -7.
O=C(Nc1ccccc1)c1cc(C2COCCN2C(=O)CCCc2ccccc2)on1 (stereo not drawn) was read as XiGFP reactiv 0.4, EWS-Fli block -2, DENV2 CPE rescue -10, F508del corr -0.3, ERp5 inh 5, INS-1E GSIS act -22 and PAX8 reporter 9.
`C[C@@H]1CCCCO[C@H](CN(C)S(=O)(=O)c2cn(C)cn2)[C@@H](C)CN([C@H](C)CO)C(=O)c2cc(NC(=O)C3CCCCC3)ccc2O1` gave ARNT-TACC3 inh -10, XiGFP reactiv -0.6, EWS-Fli block -6, DENV2 CPE rescue -3, F508del corr -0.8, ERp5 inh 0, INS-1E GSIS act 7 and PAX8 reporter -19.
COc1ccc(S(=O)(=O)N2CCCCC2)cc1NC(=O)CN1C(=O)NC(C)(C2CC2)C1=O (stereo not drawn) was read as XiGFP reactiv 0.4, EWS-Fli block 2, DENV2 CPE rescue -6, F508del corr 1.3, ERp5 inh 2, INS-1E GSIS act -1 and PAX8 reporter 16.
CCOC(=O)c1ccccc1NC(=O)COC(=O)C1CC(=O)N(c2ccc3c(c2)OCCO3)C1 (stereo not drawn) was read as ARNT-TACC3 inh 2, XiGFP reactiv 0.0, EWS-Fli block -5, DENV2 CPE rescue 3, F508del corr 3.5, ERp5 inh -4, INS-1E GSIS act 18 and PAX8 reporter 23.
`COc1ccccc1OCCn1ccnc1` gave ARNT-TACC3 inh -2, XiGFP reactiv 0.0, EWS-Fli block 11, DENV2 CPE rescue 1, F508del corr 1.1, ERp5 inh 4, INS-1E GSIS act 9 and PAX8 reporter 18.
C[C@H]1CN([C@@H](C)CO)S(=O)(=O)c2ccc(C#CC3(O)CCCC3)cc2O[C@@H]1CN(C)C(=O)c1ccccc1 was read as ARNT-TACC3 inh -3, XiGFP reactiv -0.7, EWS-Fli block 17, DENV2 CPE rescue 8, F508del corr -2.8, ERp5 inh -2 and INS-1E GSIS act -16.
Screening NC(=O)C1CCN(C(=O)CC2(CC(=O)O)CCCC2)CC1 returned ARNT-TACC3 inh 0, XiGFP reactiv 0.0, EWS-Fli block 0, DENV2 CPE rescue 7, F508del corr 1.4, ERp5 inh 4, INS-1E GSIS act 4 and PAX8 reporter -1.
CC1=C(C(=O)N(C)C)CC(CC(=O)NC2CCCC2)C(=O)N1CCCN1CCCC1=O (stereo not drawn) was read as XiGFP reactiv -0.2, EWS-Fli block 0, DENV2 CPE rescue -6, F508del corr -1.9, ERp5 inh 3, INS-1E GSIS act 17 and PAX8 reporter -21.
For O=C(O)C1CCC(C(=O)O)SS1 (stereo not drawn) the results were ARNT-TACC3 inh -4, XiGFP reactiv 0.0, EWS-Fli block -2, DENV2 CPE rescue 11, F508del corr -1.9, ERp5 inh -1, INS-1E GSIS act 15 and PAX8 reporter 11.
`CCOc1ccc(Cl)cc1S(=O)(=O)N1CCC(C(=O)NC2CC2)CC1` gave ARNT-TACC3 inh -6, XiGFP reactiv 0.0, EWS-Fli block 10, DENV2 CPE rescue -5, F508del corr 0.1, ERp5 inh 2, INS-1E GSIS act 7 and PAX8 reporter -34.
C[C@@H]1CN([C@@H](C)CO)C(=O)c2cc(NC(=O)CCN3CCOCC3)ccc2O[C@H]1CN(C)Cc1ccc(C(=O)O)cc1 was read as ARNT-TACC3 inh -10, XiGFP reactiv -1.2, EWS-Fli block -6, DENV2 CPE rescue -2, F508del corr 3.3, ERp5 inh 5 and INS-1E GSIS act 3.
Screening Cc1ccc(NC(=O)Cn2cccc2)cc1Cl returned ARNT-TACC3 inh 2, EWS-Fli block -6, DENV2 CPE rescue 3, F508del corr -1.0, ERp5 inh 4 and INS-1E GSIS act -36.
For CCOC(=O)c1ccc(NC(=O)Cn2c(C)nc3c(sc(=S)n3CC)c2=O)cc1 the results were ARNT-TACC3 inh -5, XiGFP reactiv 0.0, EWS-Fli block 2, DENV2 CPE rescue -3, F508del corr -1.7, ERp5 inh 1, INS-1E GSIS act 2 and PAX8 reporter -16.
`N#Cc1ccccc1CSc1nc(N)cc(N)n1` gave ARNT-TACC3 inh 22, XiGFP reactiv 0.0, EWS-Fli block -14, DENV2 CPE rescue -3, F508del corr -0.6, ERp5 inh -1, INS-1E GSIS act 6 and PAX8 reporter -15.
For O=C(NCCCN1CCOCC1)c1ccc2c(c1)N(Cc1c(F)cccc1Cl)C(=O)CS2 the results were ARNT-TACC3 inh 12, EWS-Fli block -9, DENV2 CPE rescue 1, F508del corr 1.3, ERp5 inh -3, INS-1E GSIS act 4 and PAX8 reporter 19.

Assay outcomes (PubChem BioAssay)
